RGS12 GoLoco inh: qHTS Assay for Inhibitors of RGS12 GoLoco Motif Activity (Red Fluorophore). Guanine nucleotide-binding protein G(i) subunit alpha-1 (Homo sapiens), P63096. Gai1:RGS12 GoLoco peptide FP, rhodamine, 10 min. Potency, µM (series often up to 61.6 µM), for the others: at the top dose activity, negative = inhibition, usual class: inhibitors. 230,000 tested, 0.44% active. AID 880, 2007; active = well fitted inhibition curve with a large enough effect, not every such curve was filed as active; inactive = no such curve, though single readings can be large or run the other way; also: % is scaled to controls: 0 for no effect and ±100 for the full control effect; nearly all actives have a fitted effect of over 30% in size; many of its hits are not listed in these tables
Target sequence (P63096 whole entry, looked up): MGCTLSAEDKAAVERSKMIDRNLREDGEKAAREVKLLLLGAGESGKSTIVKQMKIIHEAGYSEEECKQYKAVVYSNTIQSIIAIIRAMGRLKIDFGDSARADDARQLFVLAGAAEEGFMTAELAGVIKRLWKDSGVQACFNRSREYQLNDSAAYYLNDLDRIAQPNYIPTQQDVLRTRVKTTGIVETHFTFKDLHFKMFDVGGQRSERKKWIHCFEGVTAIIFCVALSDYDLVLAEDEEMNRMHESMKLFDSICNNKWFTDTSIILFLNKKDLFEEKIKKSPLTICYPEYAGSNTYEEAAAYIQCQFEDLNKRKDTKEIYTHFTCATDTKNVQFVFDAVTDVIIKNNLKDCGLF
HttQ103 aggreg: qHTS Multiplex Assay to Identify Dual Action Probes in a Cell Model of Huntington: Aggregate Formation (GFP) | PC12 HttQ103-GFP aggregates, Acumen cytometry, 40 h | Potency, µM (series often up to 46.1 µM), without a hit: at the top dose activity change, negative = inhibition, hits mostly inhibitors | 220,000 tested, 1.1% active; also: % is scaled to controls: 0 for no effect and ±100 for the full control effect; nearly all actives have a fitted effect of over 60% in size
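PC12/HTTQ103-GFP, ecdysone-inducible; teb 100 nM; cpd qHTS titration; GFP aggregates read on laser cytometer, Ex 488/Em 500-530 nm.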
GAA glycogen mod: qHTS Assay for Inhibitors and Activators of Human alpha-Glucosidase Cleavage of Glycogen; Lysosomal alpha-glucosidase (Homo sapiens), P10253; recombinant GAA, glycogen substrate, Amplex Red glucose oxidase fluorescence; Potency, µM (doses to about 76.4 µM), for the others: at the top dose activity change, negative = inhibition, usual class: inhibitors; 300,000 tested, 0.38% active; AID 2100, 2009;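 also: 0% = full enzyme reaction and -100% = no-enzyme basal signal; the screen sought inhibitors and activators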
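Recombinant human alpha-glucosidase (4 nM final) hydrolysed bovine liver glycogen (30 ug) for 40 min at 37 C in pH 5.0 citrate/phosphate with 0.01% Tween-20. Released glucose detected by glucose oxidase/Amplex Red, Ex 573/Em 610 nm. Compounds up to 77 uM; AC50 from Hill fits.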
GAA inh: qHTS Assay for Inhibitors of Human alpha-Glucosidase as a Potential Chaperone Treatment of Pompe Disease; Lysosomal alpha-glucosidase (Homo sapiens), P10253; purified human GAA, 4-MU-alpha-glucoside fluorescence; Potency, µM (titrated, usually from 76.9 µM), for inactives: at the top dose activity change, negative = inhibition, actives largely listed as inhibitors; 200,000 tested, 0.005% active; AID 1466, 2008;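 also: plate controls were uninhibited enzyme wells for no effect and no-enzyme background for full effect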
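Enzyme (4 nM final) mixed with compound (up to 77 uM), then 4-MU-alpha-D-pyranoside (400 uM final) added; 20 min at room temperature, pH 5.0. Reaction stopped at pH 10, fluorescence read, AC50 derived by Hill fit.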
HTT cytoprotect: qHTS Multiplex Assay to Identify Dual Action Probes in a Cell Model of Huntington: Cytoprotection (ATP); PC12 HTT-Q103 induced, cytoprotection, ATP luminescence, 40 h; Potency, µM (series often up to 56.4 µM), without a hit: cytoprotection (ATP increase), usual class: activators; 230,000 tested, 0.14% active; AID 1471, 2008;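 also: % of control where 0% means no effect; nearly all actives have a fitted effect of over 45% in size; toxic huntingtin expression switched on by the ecdysone agonist tebufenozide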
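Stable PC12 Q103-GFP cells in serum-supplemented, phenol red-free DMEM; induction by tebufenozide at 100 nM final; compound dose series; cell viability quantified luminescently from ATP.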
IMPase Li inh: qHTS Assay for Identifying the Cell-Membrane Permeable IMPase Inhibitors: Potentiation with Lithium; Potency, µM (doses to about 59.4 µM), without a hit: at the highest dose activity, negative = IMPase inhibition, usual class: inhibitors; 210,000 tested, 0.35% active; CHO-M1 cells, IP1 TR-FRET (IP-One), carbachol + lithium;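 also: IP1 builds up when IMPase is blocked and the TR-FRET signal falls; plate controls were basal vehicle for no effect and high inhibitor control for full effect; nearly all actives have a fitted effect of over 50% in size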
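Concentration–response in CHO-M1 cells, lithium-potentiated; 30 min at 37C. IP1 detected by competitive TR-FRET after 10 min lysis at RT. Hill-fitted AC50.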
aGlu spleen mod: qHTS Assay for Inhibitors and Activators of Human alpha-Glucosidase From Spleen Homogenate. Lysosomal alpha-glucosidase (Homo sapiens), P10253. human spleen homogenate, 4-MU-alpha-glucoside fluorescence. Potency, µM (titrated, usually from 79.9 µM), for the others: at the top dose activity change, negative = inhibition, usual class: inhibitors. 240,000 tested, 0.006% active. AID 2112, 2009;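 also: 0% = enzyme with vehicle and -100% = no enzyme basal signal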
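Human spleen homogenate (1 ug) with 4-methylumbelliferyl-alpha-D-glucopyranoside (1 mM final) in 50 mM citrate/phosphate pH 5.0, 0.01% Tween-20; 40 min at 37 C. Stopped at pH 10; 4-MU fluorescence Ex 365/Em 440 nm; AC50 by Hill fit.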
Numbers without * were called inactive; ? = inconclusive; / = not tested or not shown; & = joins results of further samples; [ ] = remark or other dose. Unless noted, calls follow the shape of the dose curve; as a rule, active = well fitted curve in the direction sought with a large enough effect; inconclusive = small, poorly fitted or top-dose-only effect, or another doubt; inactive = no such curve, though single readings can be large; an effect the other way counts as inactive or inconclusive. Potency is read from the fitted curve at half-maximal effect.

SMILES | RGS12 GoLoco inh | HttQ103 aggreg | GAA glycogen mod | GAA inh | HTT cytoprotect | IMPase Li inh | aGlu spleen mod
CN(C)C=Nc1nonc1-c1ccc(Cl)cc1 | 6% | 9%[9.22 µM] | 0% | 7% | 11%[10 µM] | / | 3%
Cc1cnc(NC(=O)CCCc2nc3ccccc3s2)s1 | -10% | 13%[9.22 µM] | 1% | 0% | -69%[inhibitor] | 15%[38.3 µM] | -2%
Cc1cc(C)nc(Oc2ccc(Br)cc2)n1 | 13% | -8%[9.22 µM] | 5% | / | 19%[10 µM] | / | 2%
S=C1NC(c2ccccc2)=CC(c2ccccc2)N1 (stereo not drawn) | 4% | -9% | 1% | 2% | -18% | -1% | -1%
CCOC(=O)c1c(C)n(C)c2ccc(OCCN(C)C)cc12 | 6% | 28% | 0% | -2% | 7% | 8%[38.3 µM] | 7%
CC1CCC(N2CCNCC2)CC1 (stereo not drawn) | 4% | -20%[9.22 µM] | 8% | -11% | -16%[10 µM] | 4% | 1%
CC(=O)Nc1ccc(OCC(O)CN2C(C)CCCC2C)cc1 (stereo not drawn) | 16% | 23% | 10% | ? | 10%[10 µM] | 6% | -5%
COCc1nnc(NC(=O)c2ccccc2[N+](=O)[O-])s1 | -11% | 10% | -2% | 12% | 10%[10 µM] | 1% | 0%
Cc1csc(NC(=O)CSc2nnc(-c3cc(C)on3)o2)n1 | 17% | -2% | 2% | 4% | 0%[0.074 µM] | -1% | -9%
CC(=O)c1c(N2CCN(CCO)CC2)nc(=S)n(-c2ccccc2)c1C | 1% | -8% | 6% | -7% | / | -1% | 4%
CC(C)(C)NC(=O)CN(C(=O)Cn1nnc(-c2ccc(Cl)cc2)n1)C1CCN(Cc2ccccc2)CC1 | -2% | ? | 4% | ? | -18%[10 µM] | 13% | 3%
O=C(COC(=O)c1cnccn1)c1ccc(Cl)c([N+](=O)[O-])c1 | 12% | -12%[9.22 µM] | -1% | / | 6%[10 µM] | / | 9%
Cn1c2ccccc2n2c(=O)c(=O)n(CC(=O)N3CCCc4ccccc43)nc12 | 1% | -6%[9.22 µM] | -3% | -15% | -18%[10 µM] | -9% | 2%
CCCNC(=O)CSc1nnc(-c2ccc(F)cc2)o1 | 9% | 10% | -14% | 2% | -44% | 1% | 0%
CCNC(=O)NC(=O)C(C)SCc1ccccc1C (stereo not drawn) | 6% | -5% | 6% | 1% | 6%[10 µM] | -10%[38.3 µM] | -5%
Cc1cc(N2CCC(C)CC2)c(F)cc1[N+](=O)[O-] | 7% | 18% | -1% | 2% | -14%[10 µM] | -8% | 1%
COCCNC(=O)Cn1nc(C(F)(F)F)cc1C | 5% | 18% | 7% | -1% | -5%[10 µM] | -11% | -1%
CCOc1ccccc1NC(=O)CCN1CCN(S(=O)(=O)c2ccc(Br)cc2)CC1 | 1% | ? | -1% | -13% | -9%[10 µM] | 28%[38.3 µM] | -17%
COC(=O)c1sc(NC(=O)COc2ccc(C)cc2)nc1C | 6% | 1% | -2% | -2% | -9% | -15%[38.3 µM] | -1%
Cn1c2ccccc2c2cc(C(=O)NNC(=O)CCl)sc21 | 6% | 16µM* | 4% | 3% | -35%[inhibitor] | -7% | /
Cc1ccc(C(=O)OCC(=O)N(C)C2CCS(=O)(=O)C2)cc1[N+](=O)[O-] (stereo not drawn) | 3% | 1% | 5% | -11% | -35%[inhibitor] | -8% | 7%
COc1ccc(-c2nc(N)c3ncn([C@H]4O[C@@H](CO)[C@@H](O)[C@@H]4O)c3n2)cc1 | 4%[14.2 µM] | / | / | / | 4%[10 µM] | -7% | /
O=C(OCC(=O)N1CCN(C(=O)c2ccco2)CC1)c1sc2ccccc2c1Cl | 6% | 2% | -2% | -4% | -7%[10 µM] | -22%[38.3 µM] | -2%
NNC(=O)CN(CCc1ccccc1)S(=O)(=O)c1ccc(Cl)cc1 | 6% | 7%[9.22 µM] | -17% | 7% | -34%[inhibitor] | 1% | 0%
Cc1ccc(C(=O)Nc2cc(-c3ccn[nH]3)c(C)n(N)c2=O)cc1 | 5% | -12% | -6% | 5% | 22%[10 µM] | -7% | -1%
Cc1csc(SCC(=O)c2c(N)n(C)c(=O)n(C)c2=O)n1 | 3% | -9%[9.22 µM] | 2% | 1% | 9% | -1%[38.3 µM] | -2%
COCCn1c(=O)c(-c2cn(C)c3ccccc23)nc2cnc(Oc3cccc(Cl)c3)nc21 | 2% | / | / | / | -43%[inhibitor] | -20% | -6%
CC(Sc1nnc2ccccn12)C(N)=O (stereo not drawn) | 0% | 20% | 11% | 1% | 0% | 4% | -13%
CC(=O)c1ccc(OCCOc2ccc(C#N)cc2)cc1 | -7% | -7%[9.22 µM] | 6% | 2% | 9%[10 µM] | / | 3%
Cn1cc([N+](=O)[O-])c(C(=O)Nc2ccc3c(c2)OCCO3)n1 | 3% | 25% | 3% | -3% | -21% | 8%[38.3 µM] | -2%

3 entries already listed, ordered by molar mass, ascending.
SMILES | RGS12 GoLoco inh | HttQ103 aggreg | GAA glycogen mod | GAA inh | HTT cytoprotect | IMPase Li inh | aGlu spleen mod
COC(=O)c1sc(NC(=O)COc2ccc(C)cc2)nc1C | 6% | 1% | -2% | -2% | -9% | -15%[38.3 µM] | -1%
Cc1csc(SCC(=O)c2c(N)n(C)c(=O)n(C)c2=O)n1 | 3% | -9%[9.22 µM] | 2% | 1% | 9% | -1%[38.3 µM] | -2%
COc1ccc(-c2nc(N)c3ncn([C@H]4O[C@@H](CO)[C@@H](O)[C@@H]4O)c3n2)cc1 | 4%[14.2 µM] | / | / | / | 4%[10 µM] | -7% | /

Continuation:
SMILES | RGS12 GoLoco inh | HttQ103 aggreg | GAA glycogen mod | GAA inh | HTT cytoprotect | IMPase Li inh | aGlu spleen mod
C=CCNC(=S)N(Cc1ccccc1)Cc1ccc(F)cc1 | 10% | -21% | -14% | 0% | -29% | 11% | 2%
COc1cc(OC)cc(C(=O)N2CCN(C(=O)c3ccc(-c4ccccc4)cc3)CC2)c1 | 6% | 10%[9.22 µM] | -8% | ? | / | -4% | -5%
C=C(C)c1cccc(C(C)(C)NC(=O)Nc2ccc(C)cn2)c1 | -13% | -22% | 8% | -34% | -9%[10 µM] | 8% | -9%
CCCCC/C=C\C\C=C/C=C/C=C/[C@@H](SCC(NC(C)=O)C(=O)O)[C@@H](O)CCCC(=O)O (stereo partly drawn) | -1%&6% | / | / | / | -6%&-2% | -1%&19% | 0%&3%
O=C(NC1=NCCS1)C1CC(=O)N(c2ccc(F)cc2)C1 (stereo not drawn) | 0% | 16% | 1% | 1% | -1% | 15%[38.3 µM] | -5%
CCOC(=O)c1sc(NC(=S)NC(=O)c2ccccc2)nc1C | -8% | 18% | 25% | -2% | / | 0% | 3%
CCOC(=O)C(C)Sc1nc(=O)n2cccc(C)c2n1 (stereo not drawn) | -1% | -1% | 3% | 3% | 22% | -5% | 1%
CS(=O)(=O)N1CCN(C(=O)Cc2ccccc2)CC1 | 7% | -6% | 8% | -3% | -14% | 1%[38.3 µM] | 7%
O=C(/C=C/Nc1cccc([N+](=O)[O-])c1)c1cccs1 | -3% | -3% | -10% | -37% | 0%[10 µM] | 4%[38.3 µM] | -5%
COc1cc(OC)c(C(=O)NCCCn2ccnc2)cc1OC | 1% | 18% | 1% | -10% | -15% | -1% | 2%
COc1ccc(C(=O)N/N=C/c2ccc(OC)c(CN3CCCc4ccccc43)c2)cc1 | 60%[activator] | -13% | -12% | 1% | 33%[10 µM] | 7% | 9%
CCN(CC#CCC(O)(c1ccccc1)c1ccccc1)C(C)C | -9% | -9% | -2% | -17% | -14%[10 µM] | 22% | 3%
COc1cc(N=Nc2c(C)n(C)n(-c3ccccc3)c2=O)ccc1N | 6% | -11% | ? | -12% | -66%[inhibitor] | 12% | -11%
Cc1cc(S(=O)(=O)N2CCN=C2c2ccccc2)ccc1F | -14% | 5% | 0% | -7% | 12% | 14%[38.3 µM] | -3%
COc1cc(NC(=S)N2CCOCC2)c(OC)cc1Cl | 16% | -13%[9.22 µM] | -2% | 3% | -13%[10 µM] | / | 3%
O=C(c1ccc(Br)s1)N1CCN(c2ncccn2)CC1 | 5% | -2% | 0% | -2% | -2%[1.9 µM] | -1%[38.3 µM] | -5%
Cn1c(CSc2nc3ccc(Br)cc3[nH]2)nc2ccccc21 | -6% | -21% | -1% | 0% | -20% | -1%[38.3 µM] | 4%
O=C(NC(Cc1ccc(F)cc1)C(=O)O)c1ccccc1 (stereo not drawn) | 3% | -16% | 7% | -14% | -21%[0.074 µM] | 16%[38.3 µM] | 6%
COc1ccc(C(=O)C[n+]2ccc3c(c2)nc(-c2ccccc2)n3C)cc1 | 1% | -22% | 3% | -2% | 26%[10 µM] | 18% | -1%
CCOc1ccc(C(=O)N(c2ccccn2)C2CCCCC2)cc1 | 4% | 16% | -2% | 4% | -36% | 6% | -1%
CCOC(=O)N1CCC(NC(=O)c2cc(C(=O)NC3CCN(Cc4ccccc4)CC3)ccc2CO)CC1 | 0% | 24% | 2% | 1% | -19% | 0% | 2%
CC1(C)C(=O)NCCN1C(=O)CCCC(=O)O | 6% | -2%[9.22 µM] | 8% | 9% | -8%[10 µM] | -3% | 0%
COc1cc2c(cc1OC)C(COc1ccccc1OC)N(C(=O)c1ccco1)CC2 (stereo not drawn) | -1% | 20% | -1% | -6% | -41%[inhibitor] | 1% | 4%
CN(C)S(=O)(=O)c1ccc(S(=O)(=O)Nc2ccc3c(c2)oc2ccccc23)cc1 | -2% | ? | -11% | -20% | -5%[10 µM] | 17%[38.3 µM] | -21%
OC1(c2cccc(F)c2)CCN(Cc2ccncc2)CC1 | 3% | -9% | 2% | -10% | -6% | 8%[38.3 µM] | 3%
CCOC(=O)C1(Cc2cccc(Cl)c2)CCCN(C(=O)CCOC)C1 (stereo not drawn) | -3% | -9%[9.22 µM] | -8% | / | 5%[10 µM] | -2% | -6%
Cc1cc(C)c(NC(=S)NC(=O)c2ccc(-c3ccccc3)cc2)c(C)c1 | 0% | -33% | -12% | -3% | 3%[10 µM] | 7% | 4%
COc1cccc(-c2nnc(NC(=O)c3ccc(Cl)s3)o2)c1 | 24% | -5% | 18% | 0% | / | 18% | -4%

This is a subset (hit frequency here may not be typical).
